Screens: PubChem, National Center for Advancing Translational Sciences (NCATS)
TRHR enhancer: TRH receptor (human) allosteric enhancement; P34981; TRHR cells, fluo-8 calcium fluorescence, EC20 TRH enhancement; enhancement, % at 2 µM; hit rate 0.66% among 360,000; AID 493056; in the data active = enhancement above about 30%; note: 0% is about no effect
Target sequence (P34981 whole entry, looked up): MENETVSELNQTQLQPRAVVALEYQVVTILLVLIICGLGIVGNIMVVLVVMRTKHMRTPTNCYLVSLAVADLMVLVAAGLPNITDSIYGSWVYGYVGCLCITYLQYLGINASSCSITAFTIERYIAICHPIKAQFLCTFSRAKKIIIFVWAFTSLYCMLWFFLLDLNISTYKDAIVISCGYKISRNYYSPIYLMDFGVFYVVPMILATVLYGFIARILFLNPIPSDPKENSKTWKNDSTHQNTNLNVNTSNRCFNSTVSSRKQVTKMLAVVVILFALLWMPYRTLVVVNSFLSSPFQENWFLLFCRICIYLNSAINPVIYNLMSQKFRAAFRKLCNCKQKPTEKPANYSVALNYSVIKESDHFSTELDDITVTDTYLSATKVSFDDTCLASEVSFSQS
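TRHR-expressing cells loaded with fluo-8 calcium dye were read kinetically (ex 480/em 530) during compound addition, then stimulated with an EC20 of TRH (10 nM final). Enhancement of the Gq-mediated intracellular calcium response was scored.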
D2 antag: antagonists of human D2 dopamine receptor; P14416; HEK293 TREx D2 cells, calcium flux, dopamine EC80; inhibition, % at 10 µM; hit rate 2% among 340,000; AID 485344; in the data active = inhibition above about 30%; note: 0% is about no effect
Target sequence (P14416 whole entry, looked up): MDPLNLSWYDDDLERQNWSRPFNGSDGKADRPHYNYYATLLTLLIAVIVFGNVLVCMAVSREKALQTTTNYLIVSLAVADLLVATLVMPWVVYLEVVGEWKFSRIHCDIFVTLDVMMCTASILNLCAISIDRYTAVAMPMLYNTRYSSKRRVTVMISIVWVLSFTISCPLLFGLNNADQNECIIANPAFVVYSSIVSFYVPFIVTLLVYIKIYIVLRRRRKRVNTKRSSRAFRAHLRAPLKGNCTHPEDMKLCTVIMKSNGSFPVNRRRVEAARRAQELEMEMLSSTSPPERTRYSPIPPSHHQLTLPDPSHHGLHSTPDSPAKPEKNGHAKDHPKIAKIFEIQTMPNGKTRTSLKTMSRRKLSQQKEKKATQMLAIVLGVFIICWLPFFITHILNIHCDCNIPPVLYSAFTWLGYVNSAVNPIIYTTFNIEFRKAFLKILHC
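Dopamine at EC80 is the agonist stimulus; test compounds precede it by 180 s. Calcium flux read kinetically in a force-coupled, inducible HEK293 T-REx D2 cell line.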
RXFP1 antag: antagonists of human relaxin receptor RXFP1; Q9HBX9; activity change, negative = inhibition, % at 57.5 µM; hit rate 0.59% among 350,000; HEK293-RXFP1, relaxin-stimulated cAMP HTRF, 30 min; active compounds read low;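 active = activity change of -60% or lower, but not beyond a set lower limit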; note: % is set by controls: 0 for no effect and ±100 for the full control effect
D2 PAM: D2 dopamine receptor (human) potentiation. AID 485347. potentiation, % at 10 µM. hit rate 0.34% among 340,000. HEK293 T-REx D2, calcium flux, EC20 dopamine potentiation;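 active = potentiation over 3 SD above the plate norm, cut at about 30% in these data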; note: 0% is about no effect
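Tetracycline-induced Hek293 Trex D2 cells, force-coupled to calcium, loaded with no-wash calcium dye. Compound added with 180 s kinetic read for agonism, then EC20 dopamine and a further 180 s read for potentiation.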
TRHR agonist: agonists of human TRH receptor | P34981 | TRHR cells, calcium flux fluo-8, FDSS agonist mode | activation, % at 2 µM | hit rate 0.18% among 360,000 | AID 493084; note: 0% is about no effect
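TRHR-expressing cells loaded with fluo-8 calcium dye; 23 nL library compound pin-transferred, kinetic FDSS fluorescence (Ex 480/Em 530) recorded about 180 s for agonist-induced calcium release, before a 10 nM TRH EC20 addition for potentiator mode.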
D1 ag: activates the human D1 dopamine receptor. P21728. HEK293 T-REx D1 cells, calcium flux, agonist mode. activation, % at 2 µM. hit rate 1% among 360,000. AID 504660; note: 0% is about no effect
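Inducible HEK293 T-REx D1 cells, force-coupled to calcium signalling, were plated at 4000 cells/well with tetracycline and held overnight at 30 C. After no-wash calcium dye loading, compound-evoked calcium rise over 180 s flagged agonists.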
D1 antag: human D1 dopamine receptor antagonism | activity change, negative = inhibition, % at 10 µM | hit rate 3.2% among 360,000 | HEK293 TREx D1 cells, calcium flux, dopamine EC80; active compounds read low | AID 504652 | P21728; in the data active = activity change below about -30%; note: % is set by controls: 0 for no effect and ±100 for the full control effect
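HEK293 T-REx cells expressing inducible, force-coupled D1 receptor; no-wash Ca dye, 30–90 min RT. Cmpd → 180 s read at 1 Hz → EC80 DA → 180 s read.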
D2 ag: activates the human D2 dopamine receptor; activation, % at 2 µM; HEK293 T-REx D2 cells, calcium flux agonist mode; AID 485358; hit rate 0.53% among 340,000;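 active = activation over 3 SD above normal in the single-dose calcium agonist read, cut at about 30% in these data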; note: 0% is about no effect
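HEK293 Trex D2 cells, tetracycline-induced, o/n 30 C 5% CO2; no-wash Ca dye, RT 30–90 min; 10-cycle baseline, 23 nl cpd added, kinetic Ca read 180 s; agonist hits = positive Ca response.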
D1 potentiator: potentiators of human D1 dopamine receptor | HEK293 TREx D1 cells, calcium flux, dopamine EC20 potentiation | potentiation, % at 10 µM | hit rate 0.036% among 360,000 | P21728; in the data active = potentiation above about 30%; note: 0% is about no effect
* marks the source's active call; other numbers are inactive results; · = no result given; & = joins results of further samples; ! = a repeat was not active. Cut-off read from the data, not from the text of the source, unless noted: active = activation above about 30%; inactive = the rest.

SMILES	TRHR enhancer	D2 antag	RXFP1 antag	D2 PAM	TRHR agonist	D1 ag	D1 antag	D2 ag	D1 potentiator
C[C@@H]1NC(=O)c2cc([N+](=O)[O-])cc(I)c2OCC[C@@H](C(=O)NC(CC(=O)O)C(N)=O)NC(=O)[C@H](CCC(=O)O)NC1=O (stereo partly drawn)	-1	·	·	·	-0.2	1	-7	·	-2
CN(C)C(=O)CSc1nnc([C@H](Cc2ccccc2)NC(=O)OC(C)(C)C)o1	2	-1	-6	-3	0.3	0	26	0.2	-1
Cc1cc(-c2ccc(/C=N/n3cnnc3)o2)ccc1Cl	8	-2	2	-8	-1.5	6	4	-1.6	-7
CCc1cccc(NC(=S)N(CCN(C)C)C(C)c2ccncc2)c1 (stereo not drawn)	-6	-7	-2	9	-0.6	2	-8	-0.1	-5
O=C(CN1C(=O)NC2(CCCCC2)C1=O)N1CCN(S(=O)(=O)c2ccc(F)c(F)c2F)CC1	6	9	-3	-9	-0.4	0	-2	0.4	-3
CCSc1nnc(NC(=O)c2nc3nc(C)cc(C)n3n2)s1	2	-4	-15	3	-0.3	2	15	-0.7	-10
COc1cccc(Oc2nc3ncn(Cc4ccccc4)c3c(=O)n2C)c1	-1	0	-5	-2	-0.6	-1	1	0.2	-3
COc1ccc(C(=O)NCCS(=O)(=O)N2CCc3ccccc3C2)cc1	14	-35	3	19	-0.3	-1	17	-0.5	5
Cc1cc(NC(=O)c2ccc3c(c2)C(=O)N(C(C)(C)C)C3=O)no1	-2	3	-5	24	0.2	3	4	0.3	4
CC1(C)CC(=O)C(CC2C(=O)CC(C)(C)CC2=O)C(=O)C1	-14	28	6	-5	0.2	1	9	0.6	2
Cc1ccc(C(=O)COC(=O)COc2ccc(C)c(C)c2)cc1	-4	-4	1	-4	0.2	16	-26	0.6	-4
O=C(C1CCCN(Cc2ccncc2)C1)N1CCc2ccccc2C1 (stereo not drawn)	0	0	-7	-3	0.0	0	10	-0.6	-1
CCn1c(=O)c(C(=O)NNS(=O)(=O)c2ccc(C)cc2)c(O)c2ccccc21	4	1	-16	-8	-0.1	1	-1	0.7	2
COc1ccc(NC(=O)C2CCCN(S(=O)(=O)c3c(C)[nH]c(=O)[nH]c3=O)C2)cc1 (stereo not drawn)	-4&-6	-10	3	-4&7	1.0&0.9	0&4	-31*!	0.7&-1.0	-4&-6
COc1ccc(SCCC(=O)NCc2ccncc2)cc1	-3	32*	4	-14	0.2	1	6	-0.4	-11
Cc1ccc(Sc2c(C)nn(-c3ccccc3)c2OC(=O)CC(C)C)cc1	3	·	-3	0	-0.1	-1	12	-0.6	1
CCO[C@H]1OC(C(=O)Nc2ccccc2)=C[C@@H](c2ccc(Br)cc2)[C@@H]1CCCO	-3	-8	·	-3	-0.3	3	-1	-0.2	-3
CCn1cc2nc(SCc3cccc(C(F)(F)F)c3)n(Cc3ccc(Cl)cc3)c(=O)c2n1	-6	·	·	3	2.1	8	34	0.8	-4
CC(=O)c1cnc2n(c1=O)CCS2	1	-5	-6	-3	0.3	1	-2	0.9	-2
Cn1c(C(=O)N2CCN(Cc3ccccc3)CC2)cc2c(=O)n(C)c3ccccc3c21	8	-15	-13	2	0.0	0	-15	-1.6	·
Cn1cccc1/C=N/n1c(-c2ccc(Cl)cc2)n[nH]c1=S	3	-12	-11	-3	0.3	13	-6	-0.2	4
COc1ccc(Cl)cc1NC(=O)C(C)Sc1nncn1C (stereo not drawn)	2	-1	-4	6	0.2	1	-6	0.0	-1
NC(=O)NC(=O)C(Nc1ccc(N2CCCCC2)cc1)c1ccccc1 (stereo not drawn)	3	6	-6	7	1.3	3	5	0.7	-5
Cc1cc(C(=O)COc2ccc(Br)cc2F)c(C)n1C1CC1	-3	-11	-9	-4	13	2	-4	18	-2
CC(=O)NC(Cc1ccccc1C)C(=O)NC1CCN(C(=O)c2ccc(C)cc2)CC1 (stereo not drawn)	-2	-6	-3	-5	0.4	3	-8	0.3	0

Structures above containing bromine, in the order listed:
SMILES	TRHR enhancer	D2 antag	RXFP1 antag	D2 PAM	TRHR agonist	D1 ag	D1 antag	D2 ag	D1 potentiator
CCO[C@H]1OC(C(=O)Nc2ccccc2)=C[C@@H](c2ccc(Br)cc2)[C@@H]1CCCO	-3	-8	·	-3	-0.3	3	-1	-0.2	-3
Cc1cc(C(=O)COc2ccc(Br)cc2F)c(C)n1C1CC1	-3	-11	-9	-4	13	2	-4	18	-2

(continued)
SMILES	TRHR enhancer	D2 antag	RXFP1 antag	D2 PAM	TRHR agonist	D1 ag	D1 antag	D2 ag	D1 potentiator
Cc1nc([N+](=O)[O-])c(C(=O)OCc2cccc(Br)c2)n1C	8	-7	6	8	-1.1	6	-10	0.0	-8
Cc1c(C)c2c(OCC(=O)N[C@@H](Cc3ccccc3)C(=O)O)cc3c(c2oc1=O)CCC(C)(C)O3	-2	-12	·	17	0.0	0	-6	0.6	-2
O=C(NCCCNC(=O)c1cnccn1)c1cccc(F)c1	-7	-1	-1	7	0.3	1	-3	0.3	-6
CCOCCCNC(=O)c1c(NC(=O)c2cc(=O)c3cc(C)c(C)cc3o2)sc2c1CCC2	4	·	-10	12	-1.6	7	1	-1.1	-1
CCCCC(=O)Nc1cccc(NC(=S)NC(=O)C(C)C)c1	-4	-1	-2	-8	0.1	0	-2	0.1	-3
Cn1c(Sc2ccccc2Cl)c(C=O)c2ccccc21	-9	·	·	·	0.5	10	12	·	-1
Cc1[nH]nc2c1/C(=N\O)CC(C)(C)C2	2	3	-5	5	0.4	1	-6	0.2	-8
N#C/C(C(=O)N1CCOCC1)=C1/SC(Cc2ccccc2)C(=O)N1c1ccccc1 (stereo not drawn)	2	20	8	-10	1.4	4	-7	-0.6	7
COC(=O)c1ccc(COC(=O)c2ccc(N(C)C)cc2)cc1	4	-5	2	-2	0.7	3	-24	0.9	-2
CC1CCCCN1C(=O)c1ccc(OC2CCN(S(=O)(=O)N(C)C)CC2)cc1 (stereo not drawn)	-3	7	-26	5	0.7	11	-24	-0.4	0
CCOc1ccc(CCNC(=O)c2sc3nc4n(c(=O)c3c2C)CCC4)cc1OCC	-4	30*	-13	-10	-0.7	0	-1	0.6	2
CC(C)N(Cc1ccccc1)C(=O)c1ccc2c(c1)OCO2	12	-2	-3	-8	0.0	4	11	0.7	2
Cc1nnc(C)n1/N=C/c1ccc(C(C)C)cc1	3	-9	-6	9	-1.6	1	-8	-1.9	15
Cc1cc2c(cc1C)NC1(C(=O)Nc3ccccc31)C1=C(CC(C)(C)CC1=O)N2 (stereo not drawn)	-5	-7	-6	26	0.3	1	-10	0.6	-4
CCOC(=O)C1(CCOc2ccccc2)CCN(Cc2ccc(C)o2)CC1	-3	42*	-8	-17	0.9	18	-10	-1.3	-4
Cc1ccc(C(=O)Nc2ccc(-c3nc4ccccc4s3)c(O)c2)c(C)c1	-1	·	2	·	0.1	1	15	1.0	-2
O=C(COc1nsnc1N1CCOCC1)Nc1ccc(Br)cc1	1	-3	-4	6	-1.5	18	-25	-0.2	·
CCN(C(=O)COC(=O)c1cccnc1SC)C1CCCCC1	-8	-3	-3	-7	0.2	0	-22	0.0	-6
COc1ccc(-c2ocnc2C(=O)NCc2nn(-c3ccccc3)nc2C)cc1	-3	·	-19	·	0.8	17	-24	·	-3
CCCc1nc2c(nnn2Cc2ccccc2)c(=O)[nH]1	4	10	-10	-1	0.9	1	-14	0.0	2
COc1ccc(OC)c(S(=O)(=O)NCC(c2ccco2)S(=O)(=O)c2ccccc2)c1 (stereo not drawn)	25&0	4	2&-6	2&18	1.5&0.1	3&0	-8	0.7&0.9	-6&4
Cc1ccccc1C(=O)O/N=C(\N)c1ccncc1	-2	-9	8	4	0.0	1	3	-0.3	1
Cn1c(=O)[nH]c(=O)c2c1[nH]c(=S)n2Cc1ccc(Cl)cc1	24	-3	-19	8	0.1	3	-6	0.7	-2
CCOC(=O)c1sc2nc3c(SCC(=O)O)cc(C(=O)c4cc(F)ccc4O)cn3c(=O)c2c1C	-4	-9	-18	-2	0.3	2	-10	-0.1	-3
Cc1cccc2cc(C#N)c(N3CCCC3)nc12	-4	1	17	-2	-0.2	0	4	0.2	0
SMILES	TRHR enhancer	D2 antag	RXFP1 antag	D2 PAM	TRHR agonist	D1 ag	D1 antag	D2 ag	D1 potentiator
O=C(Oc1ccccc1)c1ccc(NC(=O)c2ccco2)cc1	-4	-10	-8	12	-0.4	8	-12	-0.6	-5
COc1ccc(Cn2c(C)nc3c(c(=O)c4ccccc4n3C)c2=O)cc1	-8	2	-7	5	-1.5	5	3	-2.0	6
CCCCN1C2=C(C(=O)CC(C)(C)C2)C(c2ccccc2)C2=C1c1ccccc1C2=O (stereo not drawn)	-9	-2	-14	2	-1.2	6	-3	-0.7	2
COc1ccc2c(c1)Cc1sc(NC(=O)c3cccc(F)c3)nc1-2	-6	·	-24	6	-1.0	1	-16	0.1	-2
CCOCCn1c(=O)c2c(nc3n2CCN3c2ccc(C)c(C)c2)n(C)c1=O	-1	·	-5	-8	0.6	2	-7	0.3	-2
CCOC(=O)c1cc2c(=O)n3ccccc3nc2n(CC2CCCO2)c1=NC(=O)c1ccccc1C (stereo not drawn)	-5	·	·	-8	-0.1	1	-2	0.4	0
Cn1nc(C(F)(F)F)c(C(=O)Nc2cccc(C(F)(F)F)c2)c1SCc1ccc(Cl)cc1	-19	-2	-29	-7	3.2	18	-11	1.6	-4
CSc1nc(NC(C)=O)nc(C)c1Cl	0	-11	·	-2	-0.2	2	-6	0.3	-2
C/C(=C\c1ccccc1)C(=O)NC1CCSC1=O (stereo not drawn)	0	-3	-14	-7	0.2	-1	-11	-0.1	4
CCc1ccc2c(c1)C1(NN=C(c3cccc4ccccc34)S1)C(=O)N2 (stereo not drawn)	-4	-3	·	8	0.7	4	7	2.4	-2
Cc1ccc(S(=O)(=O)N(C)c2ccc(C(=O)N(CC(C)C)C3CCS(=O)(=O)C3)cc2)cc1 (stereo not drawn)	-5	-4	-6	7	-0.1	0	7	-0.1	-10
CCn1c(C2CC(=O)N(Cc3ccccc3)C2)nc2ccccc21 (stereo not drawn)	-4	4	3	4	-0.3	0	-10	-0.6	-9
CCC(C)N(C(=O)COc1ccccc1C(=O)NCc1ccccc1)C1CCS(=O)(=O)C1 (stereo not drawn)	-3	12	-16	-4	0.4	2	3	-0.7	-1
Cc1nc(CNS(=O)(=O)c2ccc(Br)cc2)cs1	3	-4	2	11	0.3	0	-5	-1.0	-2

An excerpt from above in order of their number in D1 antag, falling:
smiles	TRHR enhancer	D2 antag	RXFP1 antag	D2 PAM	TRHR agonist	D1 ag	D1 antag	D1 potentiator
CCCCN1C2=C(C(=O)CC(C)(C)C2)C(c2ccccc2)C2=C1c1ccccc1C2=O (stereo not drawn)	-9	-2	-14	2	-1.2	6	-3	2
Cc1nc(CNS(=O)(=O)c2ccc(Br)cc2)cs1	3	-4	2	11	0.3	0	-5	-2
C/C(=C\c1ccccc1)C(=O)NC1CCSC1=O (stereo not drawn)	0	-3	-14	-7	0.2	-1	-11	4
